# Assay outcomes: PubChem, Johns Hopkins Ion Channel Center
# TMEM16A act: mouse TMEM16A channel activation, primary screen; HEK293 TMEM16A/YFP-H148Q/I152L, iodide quench fluorescence; hits give low values; B-score at 10 µM; hit rate 0.3% among 340,000; AID 623877;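 active means fluorescence-ratio B-score plate-corrected deviation score at least 3 library SD below zero, with starting fluorescence score within 5 deviations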;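 further: channel opened by trigger with iodide after compound preincubation; score built on the fluorescence ratio of max minus min over baseline; more negative score means more quench and so TMEM16A activation or potentiation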
# KCNQ1 pot: human KCNQ1 channel potentiation or activation; P51787; B-score at 10 µM; CHO-K1 KCNQ1, thallium flux FluxOR fluorescence; hits give high values; hit rate 0.35% among 310,000;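 active means fluorescence ratio B-score, a plate-corrected score, at least three library SD, with initial intensity B-score within 5 SD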
#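 Doses: Single concentration per compound, DMSO matched to controls | Test system: KCNQ1-transfected CHO-K1 cells | Timing: 90 min dye loading and 20 min compound exposure, both at room temperature | Measured by: Kinetic FluxOR thallium fluorescence, 10-s 1-Hz baseline, 110-s post-stimulus read | Medium: Assay buffer with matched DMSO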
# hERG rescue: shields human hERG channel from block by proarrhythmic agents; Q12809; CHO-hERG, FluxOR thallium flux, dofetilide IC70 present; activation (rescue from dofetilide block), less the hit threshold, % at 10 µM; hit rate 0.51% among 310,000;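 active means activation above the mean of controls blocked by dofetilide plus 5 SD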;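 further: thallium influx through hERG after potassium depolarization seen as dye fluorescence rise; in these data hits start at about 4.7%; inactives centre near -7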
# RGS4 inh: inhibitors of human RGS4; P49798; HEK293 M3R/RGS4 inducible, Fluo-4 calcium flux; hits give high values; triggered by carbachol at its EC20; B-score at 10 µM; hit rate 0.45% among 310,000; AID 463165;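 active means B-score, a plate-corrected calcium signal, over three deviations above library mean, with baseline fluorescence within five deviations of library mean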;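 further: RGS4 expression induced by doxycycline in cells with stable M3 receptor; B-score is computed from the integrated fluorescence ratio over baseline after carbachol; higher B-score means a larger calcium signal and so more RGS4 inhibition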
# Target sequence (P49798 whole entry, looked up): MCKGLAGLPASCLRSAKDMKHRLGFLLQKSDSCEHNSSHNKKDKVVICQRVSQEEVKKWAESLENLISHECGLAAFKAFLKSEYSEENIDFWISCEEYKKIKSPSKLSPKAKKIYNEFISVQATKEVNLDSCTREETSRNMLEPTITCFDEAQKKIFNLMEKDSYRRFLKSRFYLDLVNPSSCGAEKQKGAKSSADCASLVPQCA
# KCNK9 block: blocks the human KCNK9 two-pore domain potassium channel; AID 488922; HEK293 KCNK9, FluxOR thallium flux fluorescence; hits give low values; B-score at 10 µM; hit rate 1.2% among 310,000;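 active means ratio B-score over 3 SD below the library mean, with starting fluorescence within 5 SD of its mean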;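 further: negative B-score means less thallium flux so channel inhibition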
# Target sequence (Q9NPC2 whole entry, looked up, the tested form may be a part): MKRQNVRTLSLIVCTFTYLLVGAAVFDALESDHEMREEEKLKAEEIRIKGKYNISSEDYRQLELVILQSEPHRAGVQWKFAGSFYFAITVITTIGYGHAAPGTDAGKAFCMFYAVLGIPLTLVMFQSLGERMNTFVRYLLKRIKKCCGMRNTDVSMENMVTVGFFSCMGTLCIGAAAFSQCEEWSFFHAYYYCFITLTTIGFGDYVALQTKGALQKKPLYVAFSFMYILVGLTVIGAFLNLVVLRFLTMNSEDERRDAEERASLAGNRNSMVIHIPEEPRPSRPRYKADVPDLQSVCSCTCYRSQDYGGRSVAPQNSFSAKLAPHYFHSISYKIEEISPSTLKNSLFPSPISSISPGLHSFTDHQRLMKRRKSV
# MrgX1 ag: activates human MrgX1 receptor signaling. AID 588627. MrgX1-HEK293 cells, Fluo-4 calcium fluorescence, agonist mode; hits give high values. hit rate 0.44% among 310,000. Q96LB2. B-score at 10 µM;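 active means calcium response B-score plate-corrected fluorescence ratio at least 3 library SD, with starting fluorescence B-score inside 5 SD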
# Target sequence (Q96LB2 whole entry, looked up): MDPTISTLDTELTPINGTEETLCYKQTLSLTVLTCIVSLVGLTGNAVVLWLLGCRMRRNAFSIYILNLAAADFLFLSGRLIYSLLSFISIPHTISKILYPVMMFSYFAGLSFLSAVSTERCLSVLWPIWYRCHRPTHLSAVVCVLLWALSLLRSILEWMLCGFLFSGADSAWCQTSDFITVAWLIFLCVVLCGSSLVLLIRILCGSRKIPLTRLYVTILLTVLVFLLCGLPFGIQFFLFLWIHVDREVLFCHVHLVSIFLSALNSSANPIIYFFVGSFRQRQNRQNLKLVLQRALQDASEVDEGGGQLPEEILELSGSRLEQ
#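 System: HEK293 cells stably expressing human MrgX1 receptor; Dosing: test compound in the initial addition of three; Schedule: overnight plating, then 30 min 37 °C plus 30 min room-temperature dye loading; Detection: kinetic calcium dye fluorescence, Fluo-4 NW; Controls: per-plate positive and negative controls for Z′ factor.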
# MrgX1 PAM: human MrgX1 positive allosteric modulation, primary screen. Q96LB2. MrgX1-HEK293, Fluo-4 calcium flux, FDSS; hits give high values. B-score at 10 µM. hit rate 0.63% among 310,000. AID 588675;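 active means plate-corrected calcium response at least 3 library SD above typical, normal starting fluorescence, not activating the receptor alone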;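 further: compound read alongside a low EC10 to EC30 dose of BAM8-22 agonist; peak minus trough fluorescence over baseline measured at the second addition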
# KCNK3 block: human KCNK3 channel inhibition, primary screen; B-score at 10 µM; CHO-KCNK3 thallium flux, FluxOR fluorescence; hits give low values; hit rate 0.84% among 340,000; O14649;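 active means B-score under library mean minus 4 SD, starting fluorescence ratio at most library mean plus 5 SD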;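 further: more negative B-score means stronger inhibition of thallium flux through KCNK3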
# RGS4 act: potentiators or activators of RGS4; HEK293 M3R/inducible RGS4, carbachol calcium flux Fluo4; hits give low values; B-score at 10 µM; hit rate 0.92% among 310,000; AID 463111;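 active means B-score of the integrated calcium signal more than 4 SD below the library mean, with starting fluorescence not abnormally high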;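 further: negative B-score means reduced calcium response which marks RGS4 activation or potentiation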
#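 test system = M3R-expressing HEK293 line, RGS4 induced by doxycycline | probe or stimulus = carbachol at ECmax as muscarinic agonist stimulus | timing = dye loading 30 min 37 °C, buffer rest 30 min RT | signal = calcium dye Fluo4 fluorescence | evaluation = B score from integrated fluorescence ratio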
# KCNQ1 block: human KCNQ1 channel inhibition. P51787. CHO-K1 KCNQ1, FluxOR thallium flux fluorescence; hits give high values. B-score at 10 µM. hit rate 1.3% among 310,000;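 active means compounds whose thallium flux B-score, printed positive for inhibition, exceeds three library SD while starting fluorescence stays within three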;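 further: channel opened by potassium depolarization with thallium stimulus after 20 min compound exposure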
# ANO1 block: blocks the mouse calcium-activated chloride channel TMEM16A. HEK293 TMEM16A/YFP iodide influx fluorescence, ionomycin. hit rate 1.2% among 310,000. Q8BHY3. normalized B-score (activity score, 25-100; higher = stronger inhibition) at 10 µM. AID 588511;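 active means ratio plate-corrected score three or more library SD toward inhibition, starting fluorescence score within five deviations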;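 further: score derived from kinetic fluorescence span divided by baseline fluorescence per well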
# Active calls of the source: *; i = inactive; nt = not tested or not shown.
SMILES,TMEM16A act,KCNQ1 pot,hERG rescue,RGS4 inh,KCNK9 block,MrgX1 ag,MrgX1 PAM,KCNK3 block,RGS4 act,KCNQ1 block,ANO1 block
CCc1ccc(-c2csc3ncn(CC(=O)N4CCOCC4)c(=O)c23)cc1,i,i,-10.9,i,i,i,i,i,i,i,i
Cc1ccc(C(=O)N(CC(=O)NC2CCCC2)c2ccc3c(c2)OCCO3)s1,i,i,-2.4,i,i,i,i,i,i,i,i
Cc1cc(NS(=O)(=O)c2ccc(NC(=O)C(C)N3C(=O)c4ccccc4C3=O)cc2)nc(C)n1 (stereo not drawn),i,i,-13.2,i,i,i,i,i,i,i,i
CC1CC(C)CN(CC(=O)Nc2ccc(S(N)(=O)=O)cc2)C1 (stereo not drawn),i,i,-6.1,i,i,i,i,i,i,i,i
CCc1sc(NC(=O)CCC(=O)O)nc1-c1cc2ccccc2oc1=O,i,i,-13.1,i,i,i,i,i,i,i,i
COc1ccc(-c2nc(-c3ccc(NC(=O)c4ccc(Br)o4)cc3)no2)cc1OC,i,i,-2.1,i,i,i,i,i,i,i,i
CCOC(=O)c1cnc(SCC(=O)OCC(=O)N(CC)C2CCS(=O)(=O)C2)nc1N (stereo not drawn),i,i,-7.0,i,i,i,i,i,i,i,i
Cc1ccc(S(=O)(=O)N2CCOCC2)cc1NC(=O)COC(=O)Cn1c(C)csc1=O,i,i,-13.8,i,i,i,i,i,i,i,i
Cc1c(C(=O)O)sc2nc(-c3cccs3)cc(C(F)(F)F)c12,i,i,-3.3,i,i,i,i,i,i,i,i
COc1ccc([N+](=O)[O-])cc1NC(=O)C(C)OC(=O)C1CC(=O)N(Cc2ccco2)C1 (stereo not drawn),i,i,-18.8,i,i,i,i,i,i,i,i
O=C(O)CCC(=O)Nc1ccc2c(c1)oc1ccccc12,i,i,-6.6,i,i,i,i,i,i,i,i
Cc1ccc(C)c(N2CCN(C(=O)c3cccn4c(=O)c5sccc5nc34)CC2)c1,i,i,-10.9,i,i,i,i,i,i,i,i
COc1ccc(C2=NO[C@@H]3C(=O)N(Cc4ccccc4)C(=O)[C@H]23)cc1OC,i,i,-7.3,i,i,i,i,i,i,i,i
CC1(Cc2cn(CCC#N)c3ccccc23)OCCO1,i,i,-2.7,i,i,i,i,i,i,i,i
CCn1cc(/C=C/C(=O)Nc2c(C)nn(Cc3ccccc3C)c2C)cn1,i,i,-6.8,i,i,i,i,i,i,i,i
CCN(CC)S(=O)(=O)c1cccc(NC(=O)COC(=O)C2COc3ccccc3O2)c1 (stereo not drawn),i,i,-8.4,i,i,i,i,i,i,i,i
O=C(Nc1cnn(Cc2ccc(F)cc2)c1)c1noc2c1CCCC2,i,i,-10.8,i,i,i,i,i,i,i,i
S=C1NCN(Cc2cccnc2)CN1c1cccc2ccccc12,i,i,-11.0,i,i,i,i,i,i,i,i
COCCCNC(=O)CCn1c(=O)c2ccccc2n(CC(=O)Nc2ccc(C)cc2C)c1=O,i,i,-1.1,i,i,i,i,i,i,i,i
CC(=O)c1ccc(NC(=O)CCNS(=O)(=O)c2ccccc2F)cc1,i,i,-4.2,i,i,i,i,i,i,i,i
CCCC1=C(C(=O)OCC)C(c2ccc(O)cc2)n2ncnc2N1 (stereo not drawn),i,i,-8.7,i,i,i,i,i,i,i,i
S=C(NC1CCCCC1)N1CCOCCOCCN(C(=S)NC2CCCCC2)CCOCCOCC1,i,i,-1.9,i,-12.5*,i,i,i,i,i,i
Cc1ccc(S(=O)(=O)CCC(=O)O)cc1C,i,i,-4.7,i,i,i,i,i,i,i,i
Cc1cc(C(=O)N/N=C/C=C/c2cccc([N+](=O)[O-])c2)n[nH]1,i,i,0.1,i,i,i,i,i,i,i,i
Cc1ccccc1OCc1nc2ccccc2c(=O)n1/N=C/c1cn[nH]c1-c1ccc(Br)cc1,i,i,-3.4,i,i,i,i,i,i,i,i
Cc1ccc2cc(CN(CCN3CCCC3)C(=O)Nc3ccc(F)cc3)c(=O)[nH]c2c1C,i,i,-12.0,i,i,i,i,i,i,i,i
CC(Oc1ccccc1)C(=O)Nc1ccc(S(=O)(=O)N2CCOCC2)cc1 (stereo not drawn),i,i,-4.8,i,i,i,i,i,i,i,i
Cc1nn(-c2ccc(C(=O)O)cc2)c(C)c1Oc1ccccc1O,i,i,2.5,i,i,i,i,i,i,i,i
OCC1(CCc2ccccc2)CCCN(C/C=C/c2ccccc2)C1 (stereo not drawn),i,i,-5.2,i,i,i,i,i,i,i,i
CC1=CN2C(=N)/C(=C/c3ccco3)C(=O)N=C2S1,i,i,-4.7,i,i,i,i,i,i,i,i
Cn1c(N)c(C(=O)COC(=O)CCc2nc3ccccc3s2)c(=O)n(C)c1=O,i,i,-7.3,i,i,i,i,i,i,i,i
CCOC(=O)CCc1c(C)nc(SCCCn2c(=O)[nH]c3ccccc32)c(C#N)c1C,i,i,-2.1,i,i,i,i,i,i,i,i
O=C(NCCCn1ccnc1)c1ccc2c(c1)OCCO2,i,i,-12.7,i,i,i,i,i,i,i,i
COc1ccc(-c2cnnn2-c2ccc([N+](=O)[O-])cc2)cc1,i,i,-6.5,i,i,i,i,i,i,i,i
CC1CCN(S(=O)(=O)c2ccc(C(=O)Nc3ccccc3-c3nc4ccccc4[nH]3)cc2)CC1,i,i,-14.6,i,i,i,i,i,i,i,i
O=C1N=C(N2CCOCC2)CS1,i,i,-3.3,i,i,i,i,i,i,i,i
COc1cc(CC(=O)Nc2ccc3nc(SC)sc3c2)cc(OC)c1OC,i,i,-9.0,i,i,i,i,i,i,i,i
Cc1cccc(NC(=O)N(Cc2cc3cc(C)ccc3[nH]c2=O)CC2COCCO2)c1 (stereo not drawn),i,i,-2.6,i,i,i,i,i,i,i,i
CN(C)/C=C/C(=O)c1cnc2sccn2c1=O,i,i,-10.0,i,i,i,i,i,i,i,i
Cc1cccc(-n2ncc3c(N4CCC(C)CC4)ncnc32)c1,i,i,-6.7,i,i,i,i,i,i,i,i
CCC1C(=O)CC(c2ccco2)NC1c1ccco1 (stereo not drawn),i,i,-4.8,i,i,i,i,i,i,i,i
O=S(=O)(c1ccc2c(c1)OCCO2)N1CCN(c2ncnc3sccc23)CC1,i,i,-13.5,i,i,i,i,i,i,6*,25*
N#Cc1ccc(C(=O)NCCCSc2ccccc2)cc1,i,i,-3.1,i,i,i,i,i,i,i,i
O=C(CNS(=O)(=O)c1cccs1)Nc1ccc2c(c1)OCCO2,i,i,-12.3,i,i,i,i,i,i,i,i
O=C(c1cnn(C(=O)c2cccc(S(=O)(=O)N3CCOCC3)c2)c1)c1cc(Cl)cc(Cl)c1O,nt,i,-18.4,i,i,i,i,nt,i,i,i
CSc1nsc(SCC(=O)Nc2ccc(C(C)=O)cc2)n1,i,i,-10.6,i,i,i,i,i,i,i,i
O=C(CSc1nc(-c2ccco2)cc(C(F)(F)F)n1)NCCCN1CCOCC1,i,i,-12.3,i,i,i,i,i,i,i,i
COc1ccc(C(=O)N2CCSC2=S)cc1OC,i,i,-5.7,i,i,i,i,i,i,i,i
Cc1ccccc1CSCCNC(=O)c1ccc(Cl)c(S(=O)(=O)N2CCOCC2)c1,nt,i,-6.4,i,i,i,i,i,i,i,i
CCC(C)Oc1nc2c(c(=O)n(C)c(=O)n2C)n1C (stereo not drawn),i,i,-3.3,i,i,i,i,i,i,i,i

# Rewritten as tab-separated lines: part of the list above.
Structure	TMEM16A act	KCNQ1 pot	hERG rescue	RGS4 inh	KCNK9 block	MrgX1 ag	MrgX1 PAM	KCNK3 block	RGS4 act	KCNQ1 block	ANO1 block
O=S(=O)(c1ccc2c(c1)OCCO2)N1CCN(c2ncnc3sccc23)CC1	i	i	-13.5	i	i	i	i	i	i	6*	25*
N#Cc1ccc(C(=O)NCCCSc2ccccc2)cc1	i	i	-3.1	i	i	i	i	i	i	i	i
O=C(CNS(=O)(=O)c1cccs1)Nc1ccc2c(c1)OCCO2	i	i	-12.3	i	i	i	i	i	i	i	i

# (next part)
SMILES,TMEM16A act,KCNQ1 pot,hERG rescue,RGS4 inh,KCNK9 block,MrgX1 ag,MrgX1 PAM,KCNK3 block,RGS4 act,KCNQ1 block,ANO1 block
Cc1cc(C)c(NC(=O)C2CCCN2CCO)c(C)c1 (stereo not drawn),i,i,-12.2,i,i,i,i,i,i,i,i
COCC(=O)NCc1ccc2c(c1)cc(C)n2C,i,i,-10.9,i,i,i,i,i,i,i,i
O=C(CSc1nnc(COc2ccccc2)n1Cc1ccco1)c1ccc(F)cc1,i,i,-9.4,i,i,i,i,i,i,i,i
COc1ccc(S(=O)(=O)NC2CC(C)(C)NC(C)(C)C2)cc1,i,i,-11.0,i,i,i,i,i,i,i,i
CCOC(=O)C1=C(C)NC2=C(C1c1ccc([N+](=O)[O-])cc1)S(=O)(=O)c1ccccc12 (stereo not drawn),i,i,-6.7,i,i,i,i,i,i,i,i
COc1ccc(NC(=O)C(C)N2CCN(C)CC2)cc1 (stereo not drawn),i,i,-3.2,i,i,i,i,i,i,i,i
Cc1ccc(OCC(=O)c2c(O)c3ccccc3oc2=O)cc1C,i,i,-10.2,i,i,i,i,i,i,i,i
CCSc1nnc(NS(=O)(=O)c2ccc(C)cc2)s1,i,i,-6.0,i,i,i,i,i,i,i,i
COC(=O)Cn1c2ccc(OC)cc2c2nc(C)sc21,i,i,-13.8,i,i,i,i,i,i,i,i
COc1cc2c(cc1OC)C(c1cccc(Cl)c1)CC(=O)N2 (stereo not drawn),i,i,-3.3,i,i,i,i,i,i,i,i
COc1cccc(C(=O)Nc2cc(S(=O)(=O)N3CCCCC3)ccc2OC)c1,i,i,-12.0,i,i,i,i,i,i,i,i
Cc1ccc(OC(C)C(=O)O)cc1C (stereo not drawn),i,i,-7.7,i,i,i,i,i,i,i,i
O=C(c1ccc(Br)o1)N(Cc1ccccc1)Cc1ccccc1,i,i,-11.3,i,i,i,i,i,i,i,i
c1ccc(C2=Nn3c(nnc3-c3cc(-c4ccccc4)n[nH]3)SC2)cc1,i,nt,nt,nt,nt,i,i,i,nt,nt,i

# No enrichment for hits; about 6.3% have a hit in one of these screens.
